AmpC inh detg: blocks E. coli AmpC beta-lactamase in detergent assay; AmpC hydrolysis of nitrocefin, absorbance 480 nm, 0.01% Triton; Potency, µM (doses to about 114 µM), without a hit: at the highest dose activity change, negative = inhibition, most hits filed as inhibitors; hit rate 0.041% among 370,000; AID 485294;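 note: potency is the fitted concentration of half-maximal effect; 0% = no-compound wells and -100% = no-enzyme wells; nearly all actives have a fitted effect of over 25% in size; some results filed as inactive show a strong effect at the top dose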
Target sequence (P00811 whole entry, looked up): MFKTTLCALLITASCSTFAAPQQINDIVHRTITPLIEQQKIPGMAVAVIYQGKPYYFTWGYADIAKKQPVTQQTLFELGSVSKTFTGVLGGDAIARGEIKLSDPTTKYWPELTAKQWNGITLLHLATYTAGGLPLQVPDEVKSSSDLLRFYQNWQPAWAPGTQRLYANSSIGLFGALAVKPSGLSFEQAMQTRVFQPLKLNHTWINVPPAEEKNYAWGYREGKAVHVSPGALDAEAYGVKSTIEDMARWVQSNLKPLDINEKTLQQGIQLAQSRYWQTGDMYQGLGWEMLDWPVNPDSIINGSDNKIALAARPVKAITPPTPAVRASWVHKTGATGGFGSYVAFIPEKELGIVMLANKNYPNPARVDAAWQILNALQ
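AmpC (5.3 nM in the dispensed reagent) in 20 mM phosphate pH 7.0 with 0.01% (detergent screen) or 0.0001% Triton X-100 was preincubated with compounds for 15 min at room temperature. Nitrocefin was then added from an 800 uM solution, and hydrolysis was followed at 480 nm.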
HCMV antiviral: blocks human cytomegalovirus replication | HFF cells, HCMV-luciferase reporter, 72 h; active compounds read low | activity change, negative = inhibition, % at 57.5 µM | hit rate 4.5% among 410,000; in the data active = activity change below about -60%; inconclusive = no clear call, values can overlap the other calls; inactive = above about -39%
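Screen run at 2 compound doses on HFFs infected with reporter HCMV, MOI 1 PFU/cell. Luciferase activity from cell lysates at 72 h post infection gave inhibition relative to buffer-only and Salinomycin wells.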
AMA1 RON2 block: inhibitors of Plasmodium falciparum AMA1-RON2 interaction; Potency, µM (series often up to 58.2 µM), for the others: top-dose activity change, negative = inhibition, actives largely listed as inhibitors; hit rate 0.2% among 360,000; AlphaScreen AMA1-biotinylated RON2 peptide binding;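 note: potency is the fitted concentration of half-maximal effect; 0% = vehicle wells and -100% = peptide control; nearly all actives have a fitted effect of over 45% in size; some results filed as inactive show a strong effect at the top dose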
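AMA1 (3D7) with his tag at 25 nM final met compounds first, then biotinylated RON2 peptide at 25 nM; detection used donor plus acceptor beads, 10 µg/mL apiece, read by AlphaScreen after 30 min at room temperature.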
AmpC inh no detg: inhibitors of E. coli AmpC beta-lactamase without detergent | P00811 | AmpC nitrocefin hydrolysis, absorbance 480 nm, 0.0001% Triton | Potency, µM (series often up to 57.1 µM), for the others: at the top dose activity change, negative = inhibition, hits mostly inhibitors | hit rate 0.52% among 330,000;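 note: potency is the fitted concentration of half-maximal effect; plate controls were no compound for no effect and no enzyme for full effect; nearly all actives have a fitted effect of over 20% in size; some results filed as inactive show a strong effect at the top dose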
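20 mM phosphate pH 7.0 + 0.01% (detergent screen) or 0.0001% Triton X-100; 5.3 nM AmpC reagent; cpd preinc 15 min RT; nitrocefin (800 uM stock) to start; A480 q20 s × 4 min; Activity was normalised to no-enzyme and no-compound control wells.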
Giardia FBPA inh: Giardia lamblia aldolase inhibition; hit rate 0.71% among 290,000; purified Giardia FBPA; A8B2U2; Potency, µM (highest dose often 59.6 µM), for the others: top-dose activity, negative = inhibition, actives largely listed as inhibitors; note: potency is the fitted concentration of half-maximal effect; nearly all actives have a fitted effect of over 55% in size
Target sequence (A8B2U2 whole entry, looked up): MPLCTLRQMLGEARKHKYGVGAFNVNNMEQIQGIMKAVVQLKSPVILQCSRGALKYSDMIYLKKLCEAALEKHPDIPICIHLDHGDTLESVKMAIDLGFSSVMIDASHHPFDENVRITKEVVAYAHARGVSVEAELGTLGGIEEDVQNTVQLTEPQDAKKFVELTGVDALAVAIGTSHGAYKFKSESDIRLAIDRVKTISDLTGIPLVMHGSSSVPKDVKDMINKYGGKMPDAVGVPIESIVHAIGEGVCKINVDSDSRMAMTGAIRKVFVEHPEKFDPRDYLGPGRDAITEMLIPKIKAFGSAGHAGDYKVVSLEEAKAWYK
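Giardia FBPA (40 nM reagent) was preincubated 10 min at RT with compound (up to 57.5 uM final), then substrate plus GAPDH/TPI/NAD/arsenate coupling system with diaphorase/resazurin was added; resorufin fluorescence (525/598 nm) was read after 20 min.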
Sm TGR block: S. mansoni TGR enzyme inhibition; Q962Y6; purified TGR, DTNB reduction, TNB absorbance 405 nm; Potency, µM (highest dose often 114 µM), for the others: top-dose activity change, negative = inhibition, most hits filed as inhibitors; hit rate 3% among 360,000; AID 485364; note: potency is the fitted concentration of half-maximal effect; nearly all actives have a fitted effect of over 60% in size
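Kinetic colorimetric format: TGR-catalysed, NADPH-driven DTNB reduction monitored via TNB absorbance. Enzyme dispensed at 20 nM; compound exposure 15 min at room temperature before reaction start.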
* = called active by the depositor; ? = inconclusive; · = no result given; & = joins results of further samples; [ ] = another dose, or the depositor's remark. Unless noted, calls come from the whole dose curve; as a rule, active = well fitted curve in the direction sought with a large enough effect; inconclusive = small, poorly fitted or top-dose-only effect, or another doubt; inactive = no such curve, though single readings can be large; an effect the other way counts as inactive or inconclusive. Unless noted, % is set by controls: 0 for no effect and ±100 for the full control effect.

[1] O=C(NCC(=O)N1CCC(N2CCCCC2)CC1)C1CCCCC1
[2] CC1CN(C2CCCCC2)c2nc3c(c(=O)[nH]c(=O)n3C)n2C1 (stereo not drawn)
[3] Cc1ccc(S(=O)(=O)N(C)c2ccc(NS(C)(=O)=O)cc2)cc1
[4] Cc1sc2ncn(CC(=O)N3CCN(c4ccc(F)cc4)CC3)c(=O)c2c1S(=O)(=O)N1CCN(c2ncccn2)CC1
[5] O=C(CN1CCc2ccccc21)NC(=O)NC1CCCCC1
[6] O=C(O)C1=C[C@H](c2coc3ccccc3c2=O)C[C@H](OCCCCO)O1
[7] CCC(=O)N1CCc2cc(OC)c(OC)cc2C1COc1ccc(C(=O)OC)cc1 (stereo not drawn)
[8] COC(=O)c1nn(-c2ccc(OC)cc2)c(=O)c2c(N)sc(C)c12
Screen / compound no. | 1 | 2 | 3 | 4 | 5 | 6 | 7 | 8
AmpC inh detg | 1% | -12% | 3% | -4% | ? | 1% | -6% | ?
HCMV antiviral | 17 | -33 | 0 | -5 | 65 | 17 | 30 | ?
AMA1 RON2 block | -16% | -8% | 16% | · | -4% | 59%[activator] | -14% | -3%[2.32 µM]
AmpC inh no detg | -1% | -18% | · | · | -20% | -19% | 132%[activator] | -26%
Giardia FBPA inh | 1% | 2% | 9% | · | 1% | 11% | 5% | ?
Sm TGR block | -4% | 1% | 4% | -1% | -21% | -21% | -12% | -8%

[9] O=C(O)c1ccc2oc(SCC(=O)N3CCCCC3)nc2c1
[10] COc1ccc(CCNS(=O)(=O)c2ccc(Cl)s2)cc1OC
[11] O=C(CN1C(=O)COc2ccc(S(=O)(=O)N3CCOCC3)cc21)N1CCN(c2ccc(F)cc2)CC1
[12] CC(C)(C)OC(=O)CNC(=O)c1[nH]cnc1C(=O)NCC(=O)OCc1ccccc1
[13] Cc1ccc(N2C(=O)C3C4C=CC(CNC(=S)Nc5ccc(F)cc5)(O4)C3C2=O)cc1 (stereo not drawn)
[14] COc1ccc(OCC(=O)OCc2cc(=O)n3cc(C)sc3n2)cc1
[15] CC(NC(=O)C12CC3CC(CC(O)(C3)C1)C2)c1ccc(Cl)cc1Cl (stereo not drawn)
[16] Cc1cc(C)c2cc(CN(CCO)Cc3nnnn3Cc3ccccc3)c(=O)[nH]c2c1
Screen / compound no. | 9 | 10 | 11 | 12 | 13 | 14 | 15 | 16
AmpC inh detg | -4% | 0% | -5% | -3% | -6% | -7% | -13% | ?
HCMV antiviral | 86 | ? | 11 | -16 | -31 | 3 | -2 | 16
AMA1 RON2 block | -1% | -4% | · | 120%[activator] | 10% | · | -13% | -1%
AmpC inh no detg | -15% | -25% | · | 27% | -36% | · | -9% | 51%
Giardia FBPA inh | 0% | 0% | · | ? | -10% | · | -4% | -11%
Sm TGR block | 2% | -18% | -5% | -3% | 3.2µM* | -5% | 5% | ?

[17] CC(C)C1=CC(=Nc2ccc(S(N)(=O)=O)cc2)C=C(C(C)C)C1=O
[18] O=C(COC(=O)C1COc2ccccc2O1)NC(=O)Nc1ccc2c(c1)OCCO2 (stereo not drawn)
[19] CCOC(=O)Cn1cnc2c(cnn2-c2ccc(Cl)cc2)c1=O
[20] CCOC(=O)c1c(NC(=O)c2ccc(S(=O)(=O)N3CCCC(C)C3)cc2)sc2c1CCN(C(C)C)C2 (stereo not drawn)
[21] Cc1ccc(-c2nnn(CC(=O)N(CC3CCCO3)C(C(=O)NC3CCCC3)c3ccc(O)cc3)n2)o1 (stereo not drawn)
[22] CNc1ccccc1C(C)(C)c1cc(-c2cc(C)cc(C)c2)no1
[23] Cc1ccc(CNC(=O)CCc2c(C)nc3nc(CNC(=O)OC(C)(C)C)nn3c2C)cc1
[24] O=C(ON=C1CCN(S(=O)(=O)c2ccccc2)CC1)c1ccc(F)cc1
Screen / compound no. | 17 | 18 | 19 | 20 | 21 | 22 | 23 | 24
AmpC inh detg | ? | -16% | 8% | 1% | 0% | -4% | 0% | ?
HCMV antiviral | 2 | 22 | 20 | -62* | -16 | 4 | -10 | 37
AMA1 RON2 block | -24% | 1% | -3% | · | -7% | ? | · | -3%
AmpC inh no detg | -7% | -30% | -11% | · | 3% | -25% | · | -5%
Giardia FBPA inh | ? | 3% | 5% | · | 2% | -7% | · | 4%
Sm TGR block | -42% | 0% | 9% | -4% | -10% | -11% | -4% | 3%

[25] Cc1ccc2c(CC(=O)OCc3nc(N)nc(Nc4ccccc4C)n3)coc2c1
[26] O=[N+]([O-])c1cc([As](=O)(O)O)ccc1O
[27] CCOc1cc(C(=O)Nc2ccc(NC(=O)c3cc4ccccc4o3)c(OC)c2)cc(OCC)c1OCC
[28] Cc1cc(C(=O)COc2ccc(F)cc2Br)c(C)n1C1CC1
[29] CCOc1ccc(NC(=O)CN(C)CC(=O)Nc2ccc(F)c(F)c2F)cc1OCC
[30] O=C(c1cccc(S(=O)(=O)N2CCN(c3ccc(F)cc3)CC2)c1)N1CCCC(C(F)(F)F)C1 (stereo not drawn)
[31] COc1ccc(OC)c(NS(=O)(=O)c2ccc(NC(=O)c3ccc(NS(C)(=O)=O)cc3)cc2)c1
[32] COc1ccc(C)cc1NC(=O)CN1CCN(S(=O)(=O)c2ccc(F)cc2)CC1
Screen / compound no. | 25 | 26 | 27 | 28 | 29 | 30 | 31 | 32
AmpC inh detg | ? | ? | 3% | -20% | 7% | -10% | ? | -2%
HCMV antiviral | -28 | -26 | 4 | ? | 6 | -61* | -83* | -8
AMA1 RON2 block | -5% | -10% | · | -21% | 50%[activator] | ? | 3% | -3%
AmpC inh no detg | 25% | -13% | · | -28% | 58% | ? | ? | -31%
Giardia FBPA inh | -17% | -26% | · | · | -11% | · | 2% | -1%
Sm TGR block | 12% | 32µM* | -6% | -10% | 0% | -5% | -9% | 6%

[33] CC(=O)c1ccc(NC(=O)Cn2cnc(S(=O)(=O)N3CCOCC3)c2)cc1
[34] Cc1ccc(-n2ncc3c(Nc4c(C)n(C)n(-c5ccccc5)c4=O)ncnc32)c(C)c1
[35] COC(=O)CCC(=O)Nc1cccc(Br)c1
[36] O=C(COC(=O)Cc1ccc([N+](=O)[O-])cc1)NC1CCCCCC1
[37] COc1ccc2c(c1OC)C(=O)OC2N1C(=O)CC[C@H]1C(=O)Nc1ccc2c(c1)OCO2 (stereo partly drawn)
[38] Cc1[nH]n2c(=O)c3c(nc2c1-c1cccc2ccccc12)CCC3
[39] Cc1ccc(NC(=O)CN(C)CC(=O)Nc2ccccc2-c2ccccc2)cc1
[40] O=C(NCC1CCCCC1)c1ccccc1[N+](=O)[O-]
Screen / compound no. | 33 | 34 | 35 | 36 | 37 | 38 | 39 | 40
AmpC inh detg | 3% | -1% | 4% | · | -4% | -7% | -4% | 4%
HCMV antiviral | -2 | -22 | -15 | -1 | 42 | -5 | -4 | 21
AMA1 RON2 block | 19% | 16% | 1% | 15% | -2% | 37%[activator] | 11% | 0%
AmpC inh no detg | -13% | 20% | -20% | -18% | -23% | -27% | 113%[activator] | 0%
Giardia FBPA inh | · | 6% | -4% | · | 20% | -3% | -6% | 14%
Sm TGR block | 5% | 7% | 1% | · | -2% | -30% | 13% | 8%

Continued; it opens with the 3 that closed the last part.
[38] Cc1[nH]n2c(=O)c3c(nc2c1-c1cccc2ccccc12)CCC3
[39] Cc1ccc(NC(=O)CN(C)CC(=O)Nc2ccccc2-c2ccccc2)cc1
[40] O=C(NCC1CCCCC1)c1ccccc1[N+](=O)[O-]
[41] CCN(CC)CCN(C(=O)C1CCCCC1)c1nc2cc3c(cc2s1)OCO3
[42] CCSc1ncc(Cl)c(C(=O)Nc2ccc(S(=O)(=O)N3CCCCC3CC)cc2)n1 (stereo not drawn)
[43] COc1ccc(NC(=O)Nc2nnc(N3CCC(C)CC3)s2)cc1OC
[44] CCOC(=O)c1c(C)[nH]c(C)c1C(=O)COC(=O)c1ccc(Cl)nc1
[45] CCC(C)NC(=O)CS(=O)(=O)Cc1nc(-c2cccc(OC)c2)oc1C (stereo not drawn)
[46] COc1nc(Nc2ccc([N+](=O)[O-])cc2)nc(NC2CCCCC2)n1
[47] Cc1ccc(C(NC(=O)N2CCCC2)C(Cl)(Cl)Cl)cc1F (stereo not drawn)
[48] O=C(CCN1C(=O)c2ccncc2C1=O)Nc1ccc2c(c1)OCCO2
Screen / compound no. | 38 | 39 | 40 | 41 | 42 | 43 | 44 | 45 | 46 | 47 | 48
AmpC inh detg | -7% | -4% | 4% | 5% | 21% | -12% | · | ? | 11% | 3% | ?
HCMV antiviral | -5 | -4 | 21 | -27 | -31 | -25 | 40 | 6 | -6 | -39 | -22
AMA1 RON2 block | 37%[activator] | 11% | 0% | 0% | · | 6% | -15% | -1% | 3% | 2% | -2%
AmpC inh no detg | -27% | 113%[activator] | 0% | 55% | · | -15% | -13% | 20% | -36% | 2% | -6%
Giardia FBPA inh | -3% | -6% | 14% | -25% | · | 0% | · | 2% | -13% | 4% | 4%
Sm TGR block | -30% | 13% | 8% | -26% | 5% | -9% | · | ? | 3% | 5% | 1%

Shown with two lines to a compound: two of the compounds above.
Order of results – AmpC inh detg	HCMV antiviral	AMA1 RON2 block	AmpC inh no detg	Giardia FBPA inh	Sm TGR block
41. CCN(CC)CCN(C(=O)C1CCCCC1)c1nc2cc3c(cc2s1)OCO3
  5%	-27	0%	55%	-25%	-26%
43. COc1ccc(NC(=O)Nc2nnc(N3CCC(C)CC3)s2)cc1OC
  -12%	-25	6%	-15%	0%	-9%

Other results follow.
[49] CC(=O)NC(c1cc(F)c2cccnc2c1O)C1CC1 (stereo not drawn)
[50] CCn1c(SCC(=O)N2CCCCC2)nnc1-c1ccc(S(=O)(=O)N2CCN(C)CC2)cc1
[51] CCOC(=O)C1=C(C)NC(=O)CC1c1ccccc1OC (stereo not drawn)
[52] Cc1ccc2cc(COC(=O)c3ccncc3)c(=O)[nH]c2c1
[53] O=C(NCc1ccccn1)c1nc(Cn2ccc([N+](=O)[O-])n2)no1
[54] O=C(NCCO)/C(=C/c1ccc2c(c1)OCO2)NC(=O)c1ccc(Br)cc1
[55] O=C(CSC1=NCCS1)N1CCCCCC1
[56] Cc1cccc(N(CC(=O)O)CC(=O)O)c1
[57] COc1ccc(C2(CNC(C)=O)CCOCC2)cc1OC
Screen / compound no. | 49 | 50 | 51 | 52 | 53 | 54 | 55 | 56 | 57
AmpC inh detg | -7%&1% | ? | 1% | -11% | -11% | -10% | -14% | -7% | ?
HCMV antiviral | 27 | 1 | -1 | 60 | 4 | -6 | -20 | 7 | ?
AMA1 RON2 block | · | 6% | 7% | -6% | 87%[activator] | 14% | 5% | ? | 5%
AmpC inh no detg | 2%&-8% | 22% | -13% | 4% | -13% | 5% | -12% | -28% | -16%
Giardia FBPA inh | · | 1% | 5% | 5% | -12% | -3% | 1% | -14% | 8%
Sm TGR block | -1%&-6% | 10% | 17% | 16% | -2% | 11% | ? | ? | -8%

Source: PubChem (National Center for Advancing Translational Sciences (NCATS))
